D1 potentiator: human D1 dopamine receptor positive modulation | P21728 | HEK293 TREx D1 cells, calcium flux, dopamine EC20 potentiation | potentiation, % at 10 µM | 360,000 tested, 0.036% active; in the data active = potentiation above about 30%; note: 0% is about no effect
RXFP1 agonist: RXFP1 (human) receptor agonism; Q9HBX9; Potency, µM (series often up to 57.5 µM), for inactives: top-dose activation, usual class: activators; 370,000 tested, 0.3% active; AID 2676; HEK293T-RXFP1 cAMP TR-FRET, 30 min; response scale: percent of porcine relaxin response, buffer zero; active = well fitted activation curve with a large enough effect; note: potency is the fitted concentration of half-maximal effect; % is set by controls: 0 for no effect and ±100 for the full control effect; nearly all actives have a fitted effect of over 60% in size; many of its hits are not listed in these tables
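cAMP rise read by TR-FRET after 30 min, 37C compound exposure (up to 58 uM) in RXFP1-transfected HEK293 cells with Ro 20174 present. EC50 from Hill-equation fits, with 29 nM porcine relaxin as 100% and buffer as basal.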
D1 antagonist: blocks dopamine activation of the human D1 receptor; P21728; HEK293 TREx D1 cells, calcium flux, dopamine EC80; active compounds read low; activity change, negative = inhibition, % at 10 µM; 360,000 tested, 3.2% active; in the data active = activity change below about -30%; note: % is set by controls: 0 for no effect and ±100 for the full control effect
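HEK293 T-REx cells expressing inducible, force-coupled D1 receptor; no-wash Ca dye, 30–90 min RT. Cmpd → 180 s read at 1 Hz → EC80 DA → 180 s read.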
RXFP1 antagonist: blocks the human relaxin receptor RXFP1 | Q9HBX9 | HEK293-RXFP1, relaxin-stimulated cAMP HTRF, 30 min; active compounds read low | activity change, negative = inhibition, % at 57.5 µM | 350,000 tested, 0.59% active | AID 1259400;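 active = activity change of -60% or lower, but not beyond a set lower limit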; note: % is set by controls: 0 for no effect and ±100 for the full control effect
TRHR enhancer: TRH receptor (human) allosteric enhancement; P34981; TRHR cells, fluo-8 calcium fluorescence, EC20 TRH enhancement; enhancement, % at 2 µM; 360,000 tested, 0.66% active; AID 493056; in the data active = enhancement above about 30%; note: 0% is about no effect
Target sequence (P34981 whole entry, looked up): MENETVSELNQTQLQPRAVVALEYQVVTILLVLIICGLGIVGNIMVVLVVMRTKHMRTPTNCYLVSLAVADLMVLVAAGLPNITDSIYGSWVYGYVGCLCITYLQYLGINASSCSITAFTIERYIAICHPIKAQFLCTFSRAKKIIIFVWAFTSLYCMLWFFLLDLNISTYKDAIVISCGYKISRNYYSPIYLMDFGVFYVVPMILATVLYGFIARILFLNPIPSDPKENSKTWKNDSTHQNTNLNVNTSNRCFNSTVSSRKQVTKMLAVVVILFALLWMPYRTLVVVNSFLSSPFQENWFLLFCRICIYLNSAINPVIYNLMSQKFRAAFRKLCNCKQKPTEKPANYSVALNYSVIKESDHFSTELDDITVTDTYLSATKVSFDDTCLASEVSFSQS
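TRHR-expressing cells loaded with fluo-8 calcium dye were read kinetically (ex 480/em 530) during compound addition, then stimulated with an EC20 of TRH (10 nM final). Enhancement of the Gq-mediated intracellular calcium response was scored.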
D2 agonist: agonists of human D2 dopamine receptor. activation, % at 2 µM. AID 485358. P14416. HEK293 T-REx D2 cells, calcium flux agonist mode. 340,000 tested, 0.53% active;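 active = activation over 3 SD above normal in the single-dose calcium agonist read, cut at about 30% in these data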; note: 0% is about no effect
Target sequence (P14416 whole entry, looked up): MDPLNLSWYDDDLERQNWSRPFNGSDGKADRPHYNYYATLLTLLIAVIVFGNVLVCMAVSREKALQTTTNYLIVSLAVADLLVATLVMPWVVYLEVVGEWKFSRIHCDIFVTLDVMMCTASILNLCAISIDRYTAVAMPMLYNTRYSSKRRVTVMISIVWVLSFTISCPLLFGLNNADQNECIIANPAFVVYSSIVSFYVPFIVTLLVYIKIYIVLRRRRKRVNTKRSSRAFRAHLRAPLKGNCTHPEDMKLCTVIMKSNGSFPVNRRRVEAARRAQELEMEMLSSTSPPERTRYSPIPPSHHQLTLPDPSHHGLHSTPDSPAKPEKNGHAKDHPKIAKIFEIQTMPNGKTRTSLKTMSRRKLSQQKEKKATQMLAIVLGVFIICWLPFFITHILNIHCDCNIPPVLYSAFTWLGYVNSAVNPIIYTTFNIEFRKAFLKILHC
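Agonism is scored from calcium flux in a force-coupled, inducible HEK293 cell line expressing D2, read kinetically for 180 s after compound addition against dopamine controls.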
D2 potentiator: positive allosteric modulators of human D2 dopamine receptor | P14416 | HEK293 T-REx D2, calcium flux, EC20 dopamine potentiation | potentiation, % at 10 µM | 340,000 tested, 0.34% active | AID 485347;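 active = potentiation over 3 SD above the plate norm, cut at about 30% in these data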; note: 0% is about no effect
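Tetracycline-induced Hek293 Trex D2 cells, force-coupled to calcium, loaded with no-wash calcium dye. Compound added with 180 s kinetic read for agonism, then EC20 dopamine and a further 180 s read for potentiation.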
D1 ag: agonists of human D1 dopamine receptor. P21728. HEK293 T-REx D1 cells, calcium flux, agonist mode. activation, % at 2 µM. 360,000 tested, 1% active. AID 504660; in the data active = activation above about 30%; note: 0% is about no effect
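Inducible HEK293 T-REx D1 cells, force-coupled to calcium signalling, were plated at 4000 cells/well with tetracycline and held overnight at 30 C. After no-wash calcium dye loading, compound-evoked calcium rise over 180 s flagged agonists.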
D2 antag: D2 dopamine receptor (human) antagonism; HEK293 TREx D2 cells, calcium flux, dopamine EC80; 340,000 tested, 2% active; P14416; inhibition, % at 10 µM; in the data active = inhibition above about 30%; note: 0% is about no effect
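Calcium flux kinetic readout in an inducible HEK293 TREx D2 line plated overnight at 30 C. After 180 s compound exposure, an EC80 dopamine challenge follows with another 180 s kinetic read to detect antagonism.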
Numbers without * were called inactive; . = no result given; & = joins results of further samples. The list is partial; rates above refer to the full screens.

cpd	compound	D1 potentiator	RXFP1 agonist	D1 antagonist	RXFP1 antagonist	TRHR enhancer	D2 agonist	D2 potentiator	D1 ag	D2 antag
1	CC1CN(S(=O)(=O)c2cccc(C(=O)N=c3sccn3C)c2)CC(C)O1 (stereo not given)	-6	-1.2%	-15	0	10	0.1	0	2	8
2	Cc1ccc(-c2nn3cnnc3c3ccccc23)cc1	-11	1.3%	-7	-6	-5	-0.1	19	-1	27
3	CCOC(=O)Nc1cccc(NC(=O)c2ccccc2F)c1	-1	2.2%	-24	1	1	-0.5	1	2	3
4	O=c1[nH]c(NNC(=S)NC2CCCCC2)nc2c1C1(CCCC1)Cc1ccccc1-2	-1	9.6%	-4	-25	7	-2.5	14	1	38*
5	Cc1cc(C)c(Cn2c(C(O)c3ccccc3)nc3ccccc32)c(C)c1 (stereo not given)	-1	1.7%	24	-33	3	-1.1	3	9	.
6	COc1ccc(C(C(=O)OC(C)CN(C)C)c2ccccc2)cc1 (stereo not given)	-4	3.5%	12	-7	-1	0.2	-10	8	18
7	O=C(O)c1cccc(N=NN2CCCCCC2)c1	-7	-1.1%	-4	1	-6	-0.4	-6	3	0
8	Brc1ccc(-n2cc(-c3ccccc3)c3c(NN4CCOCC4)ncnc32)cc1	-4	-0.1%	15	3	7	1.4	2	0	-10

(more compounds)
cpd	compound	D1 potentiator	RXFP1 agonist	D1 antagonist	RXFP1 antagonist	TRHR enhancer	D2 agonist	D2 potentiator	D1 ag	D2 antag
9	O=C(NNC(=S)NCc1ccccc1)c1cccnc1	3	1.5%	-10	16	8	.	.	0	.
10	Cc1ccc(S(=O)(=O)N(C)C)cc1NC(=O)COC(=O)CCC1CCCC1	6	-0.3%	-18	-10	-1	-0.5	-17	11	-8
11	O=C(Nc1ccc(-c2ccccc2)cc1)c1ccccc1	-4	-4.2%	-11	-6	22	2.1	7	-1	5
12	Cc1ccc(NC(=O)c2ccccc2Cl)cc1-n1cnnn1	-1	1.7%	0	-13	9	0.9	-1	1	2
13	NC(=S)N1OC[C@@H]2COc3ccc4ccccc4c3[C@@H]21	1	0.2%	-5	-6	25	-0.4	-3	8	10
14	COc1ccc(CCNC(=O)C2CCN(Cc3nc(-c4ccccc4F)oc3C)CC2)cc1OC	-1	1.7%	-13	13	-3	0.5	-9	1	5
15	Brc1ccc(-c2n(-c3ccccn3)c3ccccc3[n+]2-c2ccccn2)cc1	-2	-1.1%	9	5	-1	-1.4	9	1	-6
16	O=[N+]([O-])c1cc(S(=O)(=O)N2CCCC2)ccc1OCc1ccccc1	0	1.0%	-7	2	12	0.1	22	22	-11

More structures
cpd	compound	D1 potentiator	RXFP1 agonist	D1 antagonist	RXFP1 antagonist	TRHR enhancer	D2 agonist	D2 potentiator	D1 ag	D2 antag
17	CC(=O)c1ccc(-n2c(CCC(=O)O)ccc2-c2ccc(Br)cc2)cc1	0	1.5%	1	3	-10	-0.1	1	2	11
18	Cc1nnc(SCC(=O)NCc2cccs2)[nH]c1=O	6	-1.0%	-12	-2	-4	0.0	-6	5	-5
19	Cc1ccc(C)c(S(=O)(=O)N2CCN(C(=O)c3ccncc3)CC2)c1	4	0.4%	-6	1	14	-0.3	-2	1	-5
20	CC(C)CNC(=O)COC(=O)c1c2c(nc3ccccc13)CCC2	-4	7.0%	-6	4	3	-1.5	20	0	-14
21	CCOc1ccc(/C=N/Nc2ccccn2)cc1	-11	0.0%	-15	-8	25	-0.1	0	0	3
22	CC(C)C(C)NC(=O)COc1ccc(S(=O)(=O)N2CCOCC2)cc1[N+](=O)[O-] (stereo not given)	-5	1.4%	5	-6	-3	.	.	2	.
23	Clc1ccc(-c2csc(N/N=C/c3cccnc3)n2)c(Cl)c1	-4	-0.5%	-20	-18	10	-0.6	9	1	1
24	c1csc(CNCc2ccncc2)c1	-5	-0.3%	16	22	5	0.0	-9	3	3

Brought forward from above: 2 compounds; new compounds follow.
cpd	compound	D1 potentiator	RXFP1 agonist	D1 antagonist	RXFP1 antagonist	TRHR enhancer	D2 agonist	D2 potentiator	D1 ag	D2 antag
23	Clc1ccc(-c2csc(N/N=C/c3cccnc3)n2)c(Cl)c1	-4	-0.5%	-20	-18	10	-0.6	9	1	1
24	c1csc(CNCc2ccncc2)c1	-5	-0.3%	16	22	5	0.0	-9	3	3
25	COc1cc(/C=N/NC(=O)C(=O)NCC2CCCO2)ccc1OCC(=O)N1CCOCC1 (stereo not given)	-9	0.8%	-8	-2	-1	0.4	0	3	3
26	O=C(Nc1cccc([N+](=O)[O-])c1)C1CC(=O)N(C2CCCCC2)C1 (stereo not given)	-3	-2.7%	-19	-10	1	-0.5	-18	0	31*
27	Cc1cc(N2CCCCC2)nc2ccc(NC(=O)/C=C/c3ccccc3OC(C)C)cc12	-1	-2.3%	-2	-12	1	.	.	-1	.
28	O=C(COc1ccccc1)Nc1ccc(S(=O)(=O)N(Cc2ccccc2)c2ccccc2)cc1	0	0.6%	-9	4	-1	1.0	-8	6	.
29	CN(C)C(=O)COc1ccc2c(-c3ccccc3)cc(=O)oc2c1	-2	2.1%	-15	5	8	-0.2	3	5	-41
30	COc1ccc(Cn2nnnc2C(c2cc3ccc(OC)cc3[nH]c2=O)N2CCCCCC2)cc1 (stereo not given)	1	1.5%	0	-6	-4	0.4	11	0	0
31	COc1cccc(NC(=O)CN(C)C(=O)c2cc(C3CC3)nn2-c2ccccc2)c1	-4	-0.3%	4	1	0	0.2	0	0	0
32	Cc1ccc2c(c1)N(C(=O)CCC(=O)Nc1ccccc1Br)CC(C)O2 (stereo not given)	1	-0.1%	0	-1	-3	0.1	-7	1	8

Reformatted with two lines to a compound: entries from further up
Values run as follows: D1 potentiator	RXFP1 agonist	D1 antagonist	RXFP1 antagonist	TRHR enhancer	D2 agonist	D2 potentiator	D1 ag	D2 antag
17	CC(=O)c1ccc(-n2c(CCC(=O)O)ccc2-c2ccc(Br)cc2)cc1
 : 0	1.5%	1	3	-10	-0.1	1	2	11
18	Cc1nnc(SCC(=O)NCc2cccs2)[nH]c1=O
 : 6	-1.0%	-12	-2	-4	0.0	-6	5	-5
19	Cc1ccc(C)c(S(=O)(=O)N2CCN(C(=O)c3ccncc3)CC2)c1
 : 4	0.4%	-6	1	14	-0.3	-2	1	-5
20	CC(C)CNC(=O)COC(=O)c1c2c(nc3ccccc13)CCC2
 : -4	7.0%	-6	4	3	-1.5	20	0	-14
21	CCOc1ccc(/C=N/Nc2ccccn2)cc1
 : -11	0.0%	-15	-8	25	-0.1	0	0	3
22	CC(C)C(C)NC(=O)COc1ccc(S(=O)(=O)N2CCOCC2)cc1[N+](=O)[O-] (stereo not given)
 : -5	1.4%	5	-6	-3	.	.	2	.
23	Clc1ccc(-c2csc(N/N=C/c3cccnc3)n2)c(Cl)c1
 : -4	-0.5%	-20	-18	10	-0.6	9	1	1
24	c1csc(CNCc2ccncc2)c1
 : -5	-0.3%	16	22	5	0.0	-9	3	3
25	COc1cc(/C=N/NC(=O)C(=O)NCC2CCCO2)ccc1OCC(=O)N1CCOCC1 (stereo not given)
 : -9	0.8%	-8	-2	-1	0.4	0	3	3
26	O=C(Nc1cccc([N+](=O)[O-])c1)C1CC(=O)N(C2CCCCC2)C1 (stereo not given)
 : -3	-2.7%	-19	-10	1	-0.5	-18	0	31*
27	Cc1cc(N2CCCCC2)nc2ccc(NC(=O)/C=C/c3ccccc3OC(C)C)cc12
 : -1	-2.3%	-2	-12	1	.	.	-1	.
28	O=C(COc1ccccc1)Nc1ccc(S(=O)(=O)N(Cc2ccccc2)c2ccccc2)cc1
 : 0	0.6%	-9	4	-1	1.0	-8	6	.
29	CN(C)C(=O)COc1ccc2c(-c3ccccc3)cc(=O)oc2c1
 : -2	2.1%	-15	5	8	-0.2	3	5	-41
30	COc1ccc(Cn2nnnc2C(c2cc3ccc(OC)cc3[nH]c2=O)N2CCCCCC2)cc1 (stereo not given)
 : 1	1.5%	0	-6	-4	0.4	11	0	0
31	COc1cccc(NC(=O)CN(C)C(=O)c2cc(C3CC3)nn2-c2ccccc2)c1
 : -4	-0.3%	4	1	0	0.2	0	0	0
32	Cc1ccc2c(c1)N(C(=O)CCC(=O)Nc1ccccc1Br)CC(C)O2 (stereo not given)
 : 1	-0.1%	0	-1	-3	0.1	-7	1	8

Remaining list, next part.
cpd	compound	D1 potentiator	RXFP1 agonist	D1 antagonist	RXFP1 antagonist	TRHR enhancer	D2 agonist	D2 potentiator	D1 ag	D2 antag
33	O=C(Nc1ccc(NC(=O)c2ccccc2Cl)nc1)c1ccco1	5	-3.9%	-11	-19	3	-1.1	13	2	-27
34	COc1cc(S(=O)(=O)NC2CCCC2)ccc1Cl	-4	0.8%	-18	-11	1	-0.8	8	4	-40
35	COC(=O)c1ccc(C23CC4(C2)[C@H](CN(C)[C@@H]4c2ccccc2)C3c2ccccc2)cc1 (stereo not given in full)	-2	8.5%	-3	.	1	-0.3	-7	5	7
36	c1ccc(-c2nnc(-c3ccccc3)o2)cc1	-8	1.5%	-1	-12	-1	-0.3	1	-1	-1
37	O=C(COCc1cc(-c2ccc3c(c2)OCO3)on1)N1CCCCC1	-1	0.5%	-5	11	4	-1.5	4	16	78*
38	CN1C(=O)c2cccc3c(N(C)C)ccc(c23)C1=O	2	4.0%	-2	10	8	17	10	60*	4
39	OC(CNCc1ccccc1)COc1ccccc1 (stereo not given)	-9	1.1%	19	.	-3	-0.7	3	7	11
40	CN1CCN(c2ccccc2NC(=O)c2cccs2)CC1	-4	0.4%	4	5	-6	-0.2	16	5	2

The list goes on.
cpd	compound	D1 potentiator	RXFP1 agonist	D1 antagonist	RXFP1 antagonist	TRHR enhancer	D2 agonist	D2 potentiator	D1 ag	D2 antag
41	COc1ccc(OCC(=O)Nc2ccc(C)c(S(=O)(=O)N(C)C)c2)cc1	-2	-1.8%	5	12	3	0.2	-6	2	-3
42	COc1cc2c(cc1OC)CN(C(=O)c1cccc(S(=O)(=O)N(C)C)c1)CC2	-2	4.3%	-1	-7	-2	0.5	-6	1	1
43	O=C(CSc1nnnn1-c1ccccc1)N1CCCc2ccccc21	-9	1.6%	-11	10	6	-0.3	2	12	-12
44	Cc1cc(C)n(/N=C/c2ccco2)c(=O)c1C#N	1	1.1%	-10	-14	1	6.4	2	1	-4
45	CCOC(=O)c1c(C)nc2cc(C)cc(C)n12	-4	0.2%	.	-3	-7	-0.1	1	0	-7
46	COC(=O)CNC(=O)Cc1c(C)n(C(=O)c2ccc(Cl)cc2)c2ccc(OC)cc12	4	-1.4%	-3	2	-5	-0.8	-5	3	-16
47	CCOC(=O)C1CCN(C/C=C/c2ccccc2OC)CC1	-2	-0.3%	-21	-3	-4	4.0	-20	11	18
48	CCc1ccc(-n2c(=O)c3ccc(C(=O)NCCc4ccccc4)cc3n(CC(N)=O)c2=O)cc1	-3&1	-0.5%&9.0%	4&0	-8	12&0	-0.6&0.1	-5&-3	0&4	-4
